Assay outcomes deposited in PubChem BioAssay by Dana-Farber Cancer Institute and Novartis Institutes for BioMedical Research (Cambridge, Mass).
USP17 inh: blocks human USP17 ubiquitin-rhodamine cleavage; purified USP17, Ub-rhodamine cleavage fluorescence, 3 h; inhibition, % at 50 µM; 6.5% of 47,000 active; AID 1645855
USP28 inh: inhibitors of human USP28 deubiquitinase; Q96RU2; purified USP28, Ub-rhodamine cleavage fluorescence, 30 min; inhibition, % at 25 µM; 3% of 47,000 active
OTUD3 inh: blocks human OTUD3 ubiquitin-rhodamine cleavage; Q5T2D3; purified OTUD3, Ub-rhodamine fluorescence, 2 h; inhibition, % at 25 µM; 0.7% of 47,000 active; AID 1645858
USP30 inh: human USP30 deubiquitinase inhibition. Q70CQ3. purified USP30, Ub-rhodamine cleavage fluorescence. inhibition, % at 25 µM. 5.3% of 47,000 active
USP8 block: blocks human USP8 ubiquitin-rhodamine cleavage; purified USP8, Ub-rhodamine cleavage fluorescence, 30 min; inhibition, % at 20 µM; 4.2% of 47,000 active
Target sequence (P40818 whole entry, looked up): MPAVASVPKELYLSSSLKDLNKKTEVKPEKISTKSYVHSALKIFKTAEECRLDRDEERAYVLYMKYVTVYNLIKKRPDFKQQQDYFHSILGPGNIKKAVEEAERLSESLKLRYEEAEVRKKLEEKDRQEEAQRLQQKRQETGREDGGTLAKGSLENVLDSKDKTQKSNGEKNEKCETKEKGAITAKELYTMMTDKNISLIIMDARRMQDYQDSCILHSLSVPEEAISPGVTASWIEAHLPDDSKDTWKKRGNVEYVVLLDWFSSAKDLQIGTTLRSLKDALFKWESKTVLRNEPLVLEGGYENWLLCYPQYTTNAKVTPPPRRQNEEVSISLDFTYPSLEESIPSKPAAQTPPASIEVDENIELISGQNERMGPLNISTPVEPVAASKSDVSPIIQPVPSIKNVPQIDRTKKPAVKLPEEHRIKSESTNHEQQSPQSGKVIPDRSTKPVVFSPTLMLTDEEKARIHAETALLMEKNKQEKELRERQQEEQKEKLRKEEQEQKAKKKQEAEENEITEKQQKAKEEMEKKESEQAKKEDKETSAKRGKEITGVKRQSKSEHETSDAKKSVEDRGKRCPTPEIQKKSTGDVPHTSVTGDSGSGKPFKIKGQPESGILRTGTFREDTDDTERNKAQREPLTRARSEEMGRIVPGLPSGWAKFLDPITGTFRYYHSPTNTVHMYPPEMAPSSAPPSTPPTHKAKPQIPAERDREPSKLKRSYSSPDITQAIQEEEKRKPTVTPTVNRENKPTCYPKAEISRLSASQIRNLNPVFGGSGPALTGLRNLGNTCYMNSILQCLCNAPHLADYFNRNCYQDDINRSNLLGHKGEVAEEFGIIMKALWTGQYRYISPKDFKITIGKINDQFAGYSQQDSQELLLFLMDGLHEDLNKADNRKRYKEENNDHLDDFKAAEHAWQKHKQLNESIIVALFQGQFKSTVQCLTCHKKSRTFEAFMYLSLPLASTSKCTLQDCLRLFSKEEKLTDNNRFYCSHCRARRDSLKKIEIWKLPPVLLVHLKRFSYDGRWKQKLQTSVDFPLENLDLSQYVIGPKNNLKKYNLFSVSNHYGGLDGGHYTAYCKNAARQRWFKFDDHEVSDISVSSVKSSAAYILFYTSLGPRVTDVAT
USP10 inh: blocks human USP10 ubiquitin-rhodamine cleavage | Q14694 | AID 1645856 | 1.1% of 47,000 active | purified USP10, Ub-rhodamine fluorescence, 60 min | inhibition, % at 20 µM
USP7 block: blocks human USP7 ubiquitin-rhodamine cleavage; purified USP7, Ub-rhodamine cleavage fluorescence; inhibition, % at 20 µM; 0.3% of 47,000 active; AID 1645854
UCHL1 inh: human UCHL1 deubiquitinase inhibition. inhibition, % at 20 µM. 0.2% of 47,000 active. P09936. purified UCHL1, Ub-rhodamine cleavage fluorescence
An asterisk follows results filed as active; i = inactive; . = not tested or not shown. Rule as the data show it: active = inhibition above about 30%; inactive = the rest.

Fields: USP30 inh, USP8 block, USP7 block, OTUD3 inh, USP17 inh, UCHL1 inh, USP28 inh, USP10 inh
> Cc1cccc(CN2CCCCCC2c2ccn(C)n2)n1 (stereo unspecified)
  -19, -8, 0, -3, -10, -6, -4, -3
> COc1ccc(NS(=O)(=O)c2cccc(C(=O)NCc3ccc(OC)c(OC)c3)c2)cc1
  5, 14, 6, 0, 1, 6, 6, 0
> COc1cccc(CNC(=O)C2CCCN(S(=O)(=O)N3CCCCCC3)C2)c1OC (stereo unspecified)
  15, 9, 3, 13, 5, 3, 9, 1
> O=C(NCCc1cccnc1)c1ccn(-c2ccc3ccccn23)n1
  i, -26, ., -175, -164, -114, -234, -4
> NCCN1C(=O)C(=O)N2[C@H](CO)[C@@H](O)[C@H](O)[C@H](O)[C@@H]12
  -1, -91, 0, -3, -18, -1, -12, -1
> CC(C)(C)c1cc(C(=O)N2CCC3(CC(Nc4ccncn4)C3)C2)n[nH]1 (stereo unspecified)
  7, 2, 4, 0, -1, 1, 1, 1
> CNc1nc2c(c(=O)n1C)CN(S(=O)(=O)c1ccc(OC(F)(F)F)cc1)CC2
  13, 9, 2, 10, 8, 2, 5, 0
> O=[N+]([O-])c1ccc(Oc2nc(-c3ccccc3)c3cc(Cl)ccc3n2)cc1
  25, -1, 8, 16, 12, 1, 6, 0
> Cc1[nH]c2ccc(C(=O)N3CCCC3)cc2c1C
  -17, -2, -9, -2, -14, -4, -11, -2
> COc1ccccc1N1CCN(CCCNC(=O)Cn2cnc3onc(C)c3c2=O)CC1
  2, -26, -4, -3, -4, -3, 1, -2
> Cc1cccc(C(=O)OC2CCCN(C)C2)c1C (stereo unspecified)
  15, -45, -4, 7, -1, 1, 12, -3
> CC1CCN(c2ncc(CN3CCN(c4ccccc4)CC3)s2)CC1
  -22, -11, -10, -1, -8, -3, -12, -1
> Cc1cc(CSc2ncccc2C(=O)Nc2ccnn2C(C)C2CC2)no1 (stereo unspecified)
  -15, -22, 0, 0, -15, 0, -1, -5
> O=C1NC2(COC3(CCN(C(=O)C4(c5ccccc5)CC4)CC3)C2)Nc2ccccc21 (stereo unspecified)
  -20, 8, 6, 6, 3, 0, 6, 3
> CCn1c(C(=O)O)c(CNCc2cccs2)c2ccc(C)cc21
  0, 3, 1, -3, -4, -4, -9, 0

Given comma-delimited: six of the compounds above.
smiles,USP30 inh,USP8 block,USP7 block,OTUD3 inh,USP17 inh,UCHL1 inh,USP28 inh,USP10 inh
CC(C)(C)c1cc(C(=O)N2CCC3(CC(Nc4ccncn4)C3)C2)n[nH]1 (stereo unspecified),7,2,4,0,-1,1,1,1
CNc1nc2c(c(=O)n1C)CN(S(=O)(=O)c1ccc(OC(F)(F)F)cc1)CC2,13,9,2,10,8,2,5,0
O=[N+]([O-])c1ccc(Oc2nc(-c3ccccc3)c3cc(Cl)ccc3n2)cc1,25,-1,8,16,12,1,6,0
Cc1[nH]c2ccc(C(=O)N3CCCC3)cc2c1C,-17,-2,-9,-2,-14,-4,-11,-2
COc1ccccc1N1CCN(CCCNC(=O)Cn2cnc3onc(C)c3c2=O)CC1,2,-26,-4,-3,-4,-3,1,-2
Cc1cccc(C(=O)OC2CCCN(C)C2)c1C (stereo unspecified),15,-45,-4,7,-1,1,12,-3

Remaining list, next part:
Fields: USP30 inh, USP8 block, USP7 block, OTUD3 inh, USP17 inh, UCHL1 inh, USP28 inh, USP10 inh
> Cc1cccnc1Nc1ccc(C2CN(Cc3cnc(C(C)C)nc3)CCO2)nc1 (stereo unspecified)
  -12, -12, -1, -4, -7, -4, -6, -1
> Nc1cc2ccccc2nc1C1CCN(C(=O)C2CCOC2)CC1 (stereo unspecified)
  -68, -4, 1, -18, -18, -2, -23, -5
> CCOC(=O)c1cnn(-c2ccc(C(=O)Nc3ccc(C(C)=O)cc3)cn2)c1N
  -1, -4, 5, -2, ., 1, -5, -4
> CC(C)C(=O)N1CCN(c2nc3c(s2)CC(C(=O)NCc2ccccn2)CC3)CC1 (stereo unspecified)
  -13, -8, -7, -3, -6, -6, -6, -5
> CCN1C(SCC(=O)Nc2cc(C)ccc2C)=NS(=O)(=O)c2ccccc21
  30, -14, 3, 11, 1, 0, 10, 4
> CCOc1ccc2[nH]c3c(=O)n(CCN4CCNCC4)cnc3c2c1
  5, -5, 0, -1, 2, 1, 7, -6
> COc1ccc2c(c1)c(=O)c(S(=O)(=O)c1ccccc1)cn2Cc1cccc(C)c1
  32*, 5, -25, 5, 14, 4, 23, 7
> Cc1ccc(CN2C(=O)CCc3c(C)nc(C4CCCN4C(=O)c4nccn4C)nc32)cc1 (stereo unspecified)
  -48, -5, -2, -8, -9, -1, -11, -8
> CN(Cc1ccco1)C(=O)CCc1c(-c2ccc(F)cc2)[nH]c2ccccc12
  14, 9, -1, 4, 15, 6, 0, 12
> CSCCC(NC(=O)c1ccc2ccccc2n1)c1nc2ccccc2[nH]1 (stereo unspecified)
  -4, -10, -4, -5, -14, -3, -10, -4
> CN(C(=O)c1ncccn1)[C@H]1CC[C@@]2(C)C[C@H](c3ccccc3)C[C@](C)(O2)[C@@H]1O
  6, 10, -1, 10, 3, 0, 3, 1
> O=C(O)CCC(=O)N1c2ccccc2CC1c1ccc(Cl)cc1 (stereo unspecified)
  -2, 12, -1, -5, 14, 0, 2, 5
> CC(NC(=O)c1ccccc1)C(=O)N1CCc2cc(-c3ccno3)ccc21 (stereo unspecified)
  -246, 4, -4, -50, -28, 0, -36, -2
> CCOc1ccc(S(=O)(=O)Nc2ccc(Cn3cncn3)cc2)cc1
  -24, -26, -3, -8, -6, -2, 6, 0
> O=C(NCc1noc(C2CCCCC2)n1)c1ccccc1Cl
  0, -4, 1, 5, -1, 0, 5, 0

Two successive records already listed, for reference:
Fields: USP30 inh, USP8 block, USP7 block, OTUD3 inh, USP17 inh, UCHL1 inh, USP28 inh, USP10 inh
> CCOc1ccc(S(=O)(=O)Nc2ccc(Cn3cncn3)cc2)cc1
  -24, -26, -3, -8, -6, -2, 6, 0
> O=C(NCc1noc(C2CCCCC2)n1)c1ccccc1Cl
  0, -4, 1, 5, -1, 0, 5, 0

The listing continues.
Fields: USP30 inh, USP8 block, USP7 block, OTUD3 inh, USP17 inh, UCHL1 inh, USP28 inh, USP10 inh
> Cc1cccc(NC(=O)Cn2cnc(-c3nc(C)cs3)c2)c1
  5, 8, 2, 3, -4, 0, -2, 0
> CCN1C[C@H]2CCN(C(=O)c3cccnc3)CC[C@H]2S1(=O)=O
  2, -82, 4, 4, -4, 1, 5, 2
> CS(=O)(=O)c1cnc2ncnn2c1C1CCCN(C(=O)C2CCCC2)C1 (stereo unspecified)
  -6, 7, 1, 3, -7, -4, -4, 0
> CCOCCCNC(=O)c1cc2c(=O)n3cccc(C)c3nc2n1Cc1ccccc1
  44*, 15, 2, 13, 41*, 0, 13, -5
> Cc1nc(-c2nccn2C)cc(C2CCCN(C(=O)c3ccccc3)C2)n1 (stereo unspecified)
  -2, -10, 2, 2, -5, -1, -4, 0
> Cc1ccc(CSc2nc(C)nc3c2c(=O)n(C)c(=O)n3C)cc1
  6, 0, 0, 16, 8, 0, 2, 0
> COc1ccc(NC(=O)Nc2nnc(CC(=O)N3CCOCC3)s2)c(OC)c1
  15, 21, 6, 9, 7, 3, 13, 3
> COc1ccc(C(CNC(=O)c2sc3ccccc3c2Cl)N(C)C)cc1 (stereo unspecified)
  -23, -18, -11, -2, -13, 2, -13, -1
> CCN1CCC2(CC1)N=C(c1ccc3c(c1)OCO3)CC(c1ccccc1O)N2 (stereo unspecified)
  -24, 34*, -1, -3, -7, -2, -11, 0
> O=C(Nc1ccc(F)cc1F)NC1CCN(c2ccccc2)C1=O (stereo unspecified)
  5, 14, 13, 12, 73*, 5, 45*, 12
> Cc1ccc(S(=O)(=O)NC(=O)NCCCNC(=O)OC(C)(C)C)cc1
  21, 12, 6, 8, 9, 2, 13, 1
> CC1(C)CC(NC(=O)c2nc(-c3ccc4[nH]ccc4c3)no2)CC(C)(C)N1
  8, -6, -8, -3, -7, -1, -4, -3
> COc1cc(OC)c(NC(=O)c2cccc(-c3noc(C)n3)c2)cc1Cl
  -6, -2, -6, 0, -1, -4, -10, -2
> COc1ccccc1NC(=O)N1CCc2nc(N3CCCCC3)ncc2C1
  -51, -73, -9, -19, -18, -4, -23, -6
> CC(C)CCn1cnc2c1c(=O)n(CC(=O)NC1CC1)c(=O)n2Cc1ccccc1
  -17, 12, -3, 5, 13, 3, -2, 0

2 records drawn at random from those above, as already listed:
Fields: USP30 inh, USP8 block, USP7 block, OTUD3 inh, USP17 inh, UCHL1 inh, USP28 inh, USP10 inh
> Cc1cccc(NC(=O)Cn2cnc(-c3nc(C)cs3)c2)c1
  5, 8, 2, 3, -4, 0, -2, 0
> CCOCCCNC(=O)c1cc2c(=O)n3cccc(C)c3nc2n1Cc1ccccc1
  44*, 15, 2, 13, 41*, 0, 13, -5

Going on with the list:
Fields: USP30 inh, USP8 block, USP7 block, OTUD3 inh, USP17 inh, UCHL1 inh, USP28 inh, USP10 inh
> CN1CCCn2nc(C3CCN(C(=O)Nc4cccc(C(F)(F)F)c4)CC3)cc2C1=O
  17, -1, -5, 0, 6, 1, 3, -1
> O=c1[nH]c(CN2CCOCC2)nc2cc(-c3ccc(Cl)cc3)sc12
  -11, -2, -1, 9, 16, 2, 0, 0
> COc1ccc(CC(=O)N(Cc2nc3nc(C)cc(C)n3n2)c2ccc(C)cc2)cc1
  0, 1, -7, -6, -7, -1, -6, 0
> O=C(c1cc(Cl)nc2ccccc12)N1CCc2ccccc2C1
  1, 33*, -12, 0, 10, 0, 0, 6
> O=C(Cc1nc(-c2ccccn2)n[nH]1)Nc1ccccc1
  -7, -278, 4, 9, -75, 2, -9, -4
> O=C(Oc1ccc2oc3ccccc3c2c1)C1CCCN1S(=O)(=O)c1ccc(Cl)cc1 (stereo unspecified)
  -85, -18, 0, -29, -25, -4, -26, -6
> Cc1ccc(S(=O)(=O)Nc2cccc(N3CCCS3(=O)=O)c2)cc1C
  -14, -1, -5, 7, -19, -1, 5, 2
> CC(=O)N1CCc2cc(CNS(=O)(=O)c3ccccc3F)ccc21
  0, -19, -6, -9, -6, -4, -2, -2
> Cc1cccc(C(=O)N2CCC3(CC2)COCCN(Cc2cccnc2)C3)c1
  -16, -66, 0, -2, -14, 0, -3, -1
> Cc1cccc(N2CCN(C(=O)c3noc4ncnc(N5CCOCC5)c34)CC2C)c1 (stereo unspecified)
  ., 2, -3, 1, -11, 2, ., 5
> CCc1noc(-c2c(S(=O)(=O)NCc3ccccc3)c(C)n(C)c2C)n1
  9, 15, 4, 10, 3, 4, 6, 0
> CNC(=O)c1nc(C(=O)NC2CCCCC2)cs1
  2, 0, 1, -5, -1, -1, -4, 2
> O=S(=O)(c1ccccc1)c1cnc2ccc(F)cc2c1NCc1ccccc1
  -12, 0, -36, -4, -3, 2, -2, 9

Compounds were not picked by outcome; overall some 13% were active at least once.
